BCLXL inh: inhibitors of human Bcl-xL, primary screen, biochemical, fluorescence polarization, HTS; inhibition, % at 10.9 µM; 0.7% of 320,000 active; GST-Bcl-xL / FITC-Bim BH3 peptide fluorescence polarization; AID 2129, 2009;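 active = inhibition above the mean of all tested compounds plus 3 SD, cutoff set per campaign, cut at about 30% in these data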;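 also: 0% = DMSO wells and 100% = unlabeled Bim-BH3 peptide competitor; inhibitors lower millipolarization by displacing the labeled peptide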
CR mimetic SO: reduction of superoxide in aged yeast, primary screen, HTS; S. cerevisiae aged cells, superoxide DHE fluorescence; active compounds read low; superoxide response (% of plate mean), % at 10 µM; 0.18% of 330,000 active;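 active = superoxide response under a set limit, about three screen SD below normal, cut at about 65% in these data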;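 also: yeast aged for seven days with compound at 30 °C before DHE staining; 100% = average MFI of all compound-treated wells on the plate with controls excluded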
Fam108B inh: mouse Fam108B serine hydrolase inhibitors, primary screen, counter-screen for RBBP9 inhibitor project, biochemical, fluorescence polarization; recombinant Fam108B, FP-Rh probe fluorescence polarization; inhibition, % at 9.51 µM; 0.33% of 300,000 active;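 active = inhibition above the screen mean inhibition plus 3 SD, computed separately per campaign, cut at about 18% in these data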;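 also: inhibitors lower polarization as less probe binds the enzyme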
GLD-1 RNA inh: GLD-1/TGE RNA complex disruptors, primary screen, biochemical, fluorescence polarization; inhibition, % at 5.96 µM; AID 2280, 2010; 0.44% of 320,000 active; Female germline-specific tumor suppressor gld-1 (Caenorhabditis elegans), Q17339; purified GLD-1 + fluorescein TGE RNA;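 active = percent inhibition above a per-plate cutoff, the plate mean of test compounds plus 3 SD, cut at about 30% in these data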;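 also: 0% = DMSO wells with GLD-1 and probe and 100% = wells lacking GLD-1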
Target sequence (Q17339 whole entry, looked up): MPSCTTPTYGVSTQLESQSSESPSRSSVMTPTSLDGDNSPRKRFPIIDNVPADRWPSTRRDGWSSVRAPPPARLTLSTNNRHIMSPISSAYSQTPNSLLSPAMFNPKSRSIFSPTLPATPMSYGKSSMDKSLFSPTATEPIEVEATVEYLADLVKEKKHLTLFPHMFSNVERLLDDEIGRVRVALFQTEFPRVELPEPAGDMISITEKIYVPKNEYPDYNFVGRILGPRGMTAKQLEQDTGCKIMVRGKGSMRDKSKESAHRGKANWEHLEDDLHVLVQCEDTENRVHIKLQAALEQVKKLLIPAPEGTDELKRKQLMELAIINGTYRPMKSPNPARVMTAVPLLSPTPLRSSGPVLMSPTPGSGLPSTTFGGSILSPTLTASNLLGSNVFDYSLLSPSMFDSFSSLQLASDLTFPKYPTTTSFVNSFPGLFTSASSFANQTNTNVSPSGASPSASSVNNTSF
Efflux pump inh: inhibitors of Candida efflux pumps in yeast, primary screen, S. cerevisiae, Nile Red, multiplex | S. cerevisiae Candida pump triplex | inhibition, % at 10 µM | 0.44% of 330,000 active | AID 485275, 2010;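 active = plate passing quality check with inhibition over a set limit, or well fluorescence over plate mean plus 4 SD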;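 also: Nile Red retained in pooled yeast measured as flow cytometry median fluorescence; 0% = buffer negative control and 100% = Enniatin B positive control; higher means more Nile Red kept so more efflux inhibition; some compounds called inactive have numbers as strong as hits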
MEX-5 binding: MEX-5 zinc finger RNA-binding disruptors – biochemical, C. elegans, fluorescence polarization, MLPCN library, primary screen | activity score (negative = inhibition of binding), % at 10 µM | 0.38% of 300,000 active | MEX-5/FITC-TCR2 RNA binding; active compounds read low | Zinc finger protein mex-5 (Caenorhabditis elegans), Q9XUB2;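 active = inhibition past about -25% in most replicates, and total fluorescence under double the plate's negative control median, limit read from the data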;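 also: 0% = DMSO and -100% = 5 µM competing unlabeled TCR2 RNA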
EBNA-1 inhibitor: EBNA-1 DNA-binding inhibitors, primary screen, biochemical, fluorescence polarization; inhibition, % at 14.8 µM; 0.34% of 300,000 active; in the data active = inhibition above about 28%
MCL1-BIM inh: inhibitors of MCL1 binding to BIM-BH3, primary screen, biochemical, fluorescence polarization | GST-MCL1 / FITC-Bim-BH3 fluorescence polarization | inhibition, % at 10.9 µM | 0.68% of 320,000 active | AID 2057, 2009;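 active = inhibition above the mean inhibition of all tested compounds plus 3 SD, set per campaign, cut at about 40% in these data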;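 also: 0% = DMSO wells and 100% = unlabeled Bim-BH3 peptide control; higher means more loss of mP so more displacement of Bim peptide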
Target sequence (Q07820 whole entry, looked up): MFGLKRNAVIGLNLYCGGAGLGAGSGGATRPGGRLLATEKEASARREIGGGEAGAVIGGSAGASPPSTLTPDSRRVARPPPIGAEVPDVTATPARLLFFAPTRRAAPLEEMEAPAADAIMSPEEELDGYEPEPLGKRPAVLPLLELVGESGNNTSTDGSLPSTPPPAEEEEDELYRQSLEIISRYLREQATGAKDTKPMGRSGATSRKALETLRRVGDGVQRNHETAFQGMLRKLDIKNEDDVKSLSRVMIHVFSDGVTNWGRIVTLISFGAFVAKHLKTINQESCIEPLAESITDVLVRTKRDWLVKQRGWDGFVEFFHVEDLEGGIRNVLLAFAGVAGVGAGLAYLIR
ZTA counter: counter-screen for EBNA-1 inhibitors: inhibitors of Epstein-Barr virus ZTA. AID 2234. 0.15% of 320,000 active. ZTA-DNA binding, fluorescence polarization. inhibition, % at 11 µM; in the data active = inhibition above about 33%
Target sequence (P03206 whole entry, looked up): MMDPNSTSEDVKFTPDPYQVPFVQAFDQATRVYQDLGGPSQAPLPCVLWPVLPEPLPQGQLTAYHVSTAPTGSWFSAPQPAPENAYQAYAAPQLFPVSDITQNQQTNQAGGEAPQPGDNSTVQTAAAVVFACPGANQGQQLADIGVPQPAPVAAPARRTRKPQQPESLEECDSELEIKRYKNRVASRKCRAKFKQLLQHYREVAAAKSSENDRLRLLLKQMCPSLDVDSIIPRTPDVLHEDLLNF
* = called active by the depositor; / = no result given.

SMILES | BCLXL inh | CR mimetic SO | Fam108B inh | GLD-1 RNA inh | Efflux pump inh | MEX-5 binding | EBNA-1 inhibitor | MCL1-BIM inh | ZTA counter
CCC(C)NC(=O)C1(O)c2cc(Br)ccc2NC(=O)N1c1cccc(OC)c1 (configuration not stated) | -3 | 93 | -1 | -2 | -0.1 | 0.6 | 3 | -3 | -1
O=C(NCCc1ccccn1)c1cccnc1Oc1ccc(Cl)cc1 | 2 | 92 | 1 | 3 | 0.1 | / | -7 | -2 | 0
COc1cc(/C=C2\SC(=O)NC2=O)ccc1Oc1ccc([N+](=O)[O-])cc1[N+](=O)[O-] | 10 | 96 | 2 | 5 | -0.1 | -1.6 | 11 | 23 | 29
Cc1ccc(NC(=O)COc2ccccc2CNC(C)(C)CC(C)(C)C)cc1 | 1 | 101 | 4 | -1 | -1.8 | 1.4 | 9 | 9 | 12
Cc1ccc(Nc2cc(C)c3c(O)cccc3n2)cc1C | 1 | 102 | 4 | 7 | 0.2 | -2.2 | -11 | 0 | -10
O=C(CSCc1c(Cl)cccc1Cl)NCc1ccco1 | 6 | 94 | 0 | 2 | 0.0 | -1.2 | -2 | 2 | -1
O=C1c2cc(F)ccc2OC2(CCNCC2)C12CC(c1ccccc1)=NO2 (configuration not stated) | 4 | 83 | 1 | -1 | 0.0 | 0.6 | -8 | -2 | 13
O=c1cc(O)c(-c2ccc(Cl)cc2)c(Cl)[nH]1 | 2 | 99 | 1 | 5 | -0.1 | -1.2 | 15 | 3 | 1
COc1ccc(NC(=O)C(NC(C)=O)C(=O)NCc2ccccc2Cl)cc1 (configuration not stated) | 12 | 98 | 1 | -2 | -0.1 | -3.4 | 6 | -5 | -3
Cc1cc(C)cc(NC(=O)C(OC(=O)c2ccc([N+](=O)[O-])o2)c2ccccc2)c1 (configuration not stated) | 4 | 103 | -1 | 7 | -0.2 | 0.3 | -9 | -4 | 0
COc1ccccc1N1CCN(C(=S)NC(=O)/C=C/c2ccc(F)cc2)CC1 | 3 | 95 | -2 | 5 | 0.0 | / | -3 | 23 | -11
Cc1ccc(C(=O)NCC(=O)OCC(=O)c2ccc(Cl)s2)cc1 | 1 | 111 | 0 | 6 | 0.0 | 0.5 | 0 | -4 | 19
COCCNC(=S)N(CCCO)Cc1cc2cc3c(cc2[nH]c1=O)OCCO3 | 6 | 100 | -1 | 1 | -0.2 | -0.1 | -5 | 7 | -5
COc1cc(OC)c(NC(=O)[C@@H]2CCC(=O)N2C2OC(=O)c3c2ccc(OC)c3OC)cc1Cl (some centres not stated) | 3 | 75 | 10 | -9 | -0.1 | -1.5 | 7 | 4 | -6
O=C(Nc1ccc(S(=O)(=O)N2CCOCC2)cc1)c1ccccc1 | 3 | 93 | 3 | -3 | 0.0 | 0.1 | 6 | -2 | 6
Cc1ccc(NC(=O)C(C)c2cccc(C(=O)c3ccccc3)c2)cc1O (configuration not stated) | 5 | 94 | -1 | 2 | -0.6 | -1.2 | 2 | 3 | 11
CCOC(=O)C1=C(O)C(Nc2nc3ccccc3s2)(C(F)(F)F)N=C1C (configuration not stated) | 1 | 86 | 1 | 3 | -0.5 | -0.6 | 10 | 4 | 5
CC1CN(CCOCCSc2ccccc2)CC(C)O1 (configuration not stated) | 4 | 99 | -2 | 8 | -0.1 | 1.8 | -2 | 6 | 12
CCOC(=O)c1oc2ccccc2c1NC(=O)c1ccc(Cl)s1 | 1 | 98 | -9 | 4 | -0.1 | -0.3 | 10 | -4 | -5
COc1ccc(-n2c(C)nc3cc(C(=O)NCCN4CCOCC4)ccc32)cc1 | 5 | 91 | 0 | 2 | -0.1 | / | 9 | 10 | 11
COc1ccc(S(=O)(=O)N(C)C)cc1NC(C)C(=O)Nc1cccc(C#N)c1 (configuration not stated) | -1 | 106 | -3 | -1 | 0.0 | 0.0 | -5 | 4 | 1
COc1ccc(C(=O)Nc2ccc(Cl)cc2C(=O)NCCN2CCOCC2)cc1 | 6 | 97 | -5 | 0 | 0.0 | 2.4 | -8 | 7 | -7
Cc1ccc(C)c(S(=O)(=O)NCC(c2ccc3c(c2)OCO3)N2CCOCC2)c1 (configuration not stated) | 1 | 101 | 0 | -8 | 0.8 | 0.3 | -10 | -8 | 1
Cc1ccc(S(=O)(=O)N(C)c2ccc(OCC(=O)Nc3ccc(C(=O)N(C)C)cc3)cc2)cc1C | 6 | 111 | / | -4 | 0.2 | / | / | 4 | -5
CC(=O)Nc1cccc(Oc2ncccc2[N+](=O)[O-])c1 | 5 | 113 | 0 | 8 | -0.1 | 0.3 | -10 | 0 | -10
O=C(O)CCCC(=O)NCc1ccccn1 | -3 | 89 | 5 | -4 | 0.0 | -0.6 | -4 | 6 | -13
CN1CCc2nc(NC(=O)COc3ccc4ccccc4c3)sc2C1 | -5 | 103 | -4 | -9 | 0.2 | -4.3 | -8 | -2 | 20
Cc1ccccc1NC(=O)C1Cc2ccccc2CN1C(=O)c1ccco1 (configuration not stated) | 8 | 85 | 0 | 0 | -0.3 | -3.2 | -6 | 5 | 0
O=C(c1ccc(S(=O)(=O)N2CCOCC2)cc1)N1CCc2ccccc2C1 | -1 | 103 | -2 | 0 | 0.1 | -1.6 | -16 | -5 | -5
COc1ccc(-c2ccc([C@H]3[C@H]4C=CC[C@@H](C)[C@@H]4C(=O)N3Cc3ccccc3)c(F)c2)cc1 | 5 | 98 | 2 | 0 | 0.0 | 2.1 | -2 | 12 | 9
CCOC(=O)C1=C(CP(=O)(c2ccccc2)c2ccccc2)NC(=O)NC1c1ccc(OC)cc1 (configuration not stated) | 4 | 78 | 12 | 1 | 0.1 | -1.4 | 2 | 8 | 11
C#CCNC(=O)C1=C[C@@H](c2ccc3c(c2)OCO3)C[C@@H](OCCCCO)O1 | 4 | 103 | 1 | -4 | 0.0 | -2.0 | 18 | 11 | 22
CN(Cc1ccc(F)cc1)Cc1nc(-c2cnccn2)no1 | 3 | 96 | -2 | -1 | 0.0 | -1.6 | 4 | 2 | -3
NS(=O)(=O)c1ccc(SCc2ccccc2)nc1 | 3 | 91 | 3 | -2 | 0.0 | / | -3 | 3 | -1
COC(=O)c1ccc(S(=O)(=O)N2C3CCC2CC(NC(=O)NC2CCCCC2)C3)cc1 (configuration not stated) | -1 | 113 | -5 | -2 | 0.0 | -1.5 | 16 | 1 | 4
Cc1c(CN2CCN(CC(C)C)C(CCO)C2)[nH]c2ccc(Cl)cc12 (configuration not stated) | 6 | 89 | -3 | 0 | 0.0 | 0.6 | -3 | 8 | 13
CCCCOC(=O)Nc1nnc(SCCOc2ccc(C)cc2)s1 | 0 | 101 | -1 | 1 | 0.0 | 2.4 | -9 | -13 | -5
c1ccc(Cn2nnnc2C(c2cccs2)N2CCc3ccccc3C2)cc1 (configuration not stated) | 6 | 101 | -3 | 1 | 0.2 | -0.6 | 7 | 8 | -8
CSCCC(NC(=O)COc1ccccc1)C(=O)N1CCN(C(C)=O)CC1 (configuration not stated) | 2 | 95 | 2 | 3 | -0.1 | 1.3 | 13 | 1 | 2
CN(C)CCNC(=O)C(=O)c1c(-c2ccccc2)cc2ccccn12 | 2 | 90 | -2 | -5 | 0.3 | -0.6 | -8 | 3 | 12
Fc1ccc(COc2ccc3ccccc3c2CNc2nn[nH]n2)cc1 | 1 | 112 | 0 | -1 | -0.1 | -2.5 | 0 | 1 | 3
Cc1ccc(N(CC(=O)N2CCCC2)S(C)(=O)=O)c(C)c1 | 0 | 95 | -4 | 4 | 0.0 | 5.6 | -1 | 5 | -15
CC(C)(C)OC(=O)NCc1ccc(CNC(=O)c2nc[nH]c2C(=O)N2CCN(C(=O)OC(C)(C)C)CC2)cc1 | 2 | 70 | / | 3 | 0.2 | / | / | 0 | -13
CCC(C)[C@H]1CN=C(N)N1CCc1cccc2ccccc12 (some centres not stated) | 1 | 100 | 2 | -3 | 0.0 | -1.1 | -6 | 4 | -3
CCOC(=O)C(C)N1C(=O)S/C(=C/c2cc(C)n(-c3ccncc3)c2C)C1=O (configuration not stated) | 6 | 113 | 4 | 9 | -0.1 | -7.4 | 1 | 6 | -11
Cc1ccccc1OCC(=O)OC(C)CN1CCN(C)CC1 (configuration not stated) | 2 | 83 | 0 | 0 | 0.0 | -0.5 | -4 | -1 | 12
[O-]/C(=C(\C(=S)Nc1cccc2ccccc12)[n+]1ccccc1)c1ccc2c(c1)OCCO2 | 2 | 113 | 4 | 5 | -0.1 | -1.0 | 8 | 5 | 11
COc1ccc(C(=O)N/C(=C\c2cccc([N+](=O)[O-])c2)C(=O)Nc2cccc(C(=O)O)c2)cc1 | 13 | 101 | 3 | 6 | -0.1 | 0.4 | 2 | 12 | -8

Continued; it opens with the 3 that closed the last part.
SMILES | BCLXL inh | CR mimetic SO | Fam108B inh | GLD-1 RNA inh | Efflux pump inh | MEX-5 binding | EBNA-1 inhibitor | MCL1-BIM inh | ZTA counter
Cc1ccccc1OCC(=O)OC(C)CN1CCN(C)CC1 (configuration not stated) | 2 | 83 | 0 | 0 | 0.0 | -0.5 | -4 | -1 | 12
[O-]/C(=C(\C(=S)Nc1cccc2ccccc12)[n+]1ccccc1)c1ccc2c(c1)OCCO2 | 2 | 113 | 4 | 5 | -0.1 | -1.0 | 8 | 5 | 11
COc1ccc(C(=O)N/C(=C\c2cccc([N+](=O)[O-])c2)C(=O)Nc2cccc(C(=O)O)c2)cc1 | 13 | 101 | 3 | 6 | -0.1 | 0.4 | 2 | 12 | -8
O=C(Nc1ccc(N2CCOCC2)cc1)c1cccc(S(=O)(=O)N2CCC(Cc3ccccc3)CC2)c1 | -1 | 92 | -1 | -3 | 0.1 | 2.1 | -5 | -2 | -2
N#Cc1ccccc1NC(=O)CSc1nnc(-c2ccccc2)n1-c1ccccc1 | -1 | 88 | 1 | -1 | -0.1 | -6.5 | 7 | -5 | -1
CCN1CCN(C(=O)CN(c2ccc(F)cc2)S(=O)(=O)c2ccc(OC)c(OC)c2)CC1 | 5 | 110 | 2 | 3 | -0.2 | -1.1 | 10 | 1 | 11
CCCCCOC(=O)CSc1n[nH]c(=O)[nH]c1=O | -2 | 107 | 3 | 8 | -0.1 | -3.6 | 2 | 7 | 1
N#C/C(=C\c1ccc(F)cc1)C(=O)Nc1ccccn1 | -3 | 94 | 1 | -6 | -0.1 | -2.4 | 0 | -3 | 6
CCN(Cc1ccccc1)C(=O)Cn1cc(S(=O)(=O)NC)c(S(=O)(=O)NC)c1 | 5 | 90 | 4 | -1 | 0.1 | -4.6 | -1 | -3 | 14
O=C(COC(=O)CCS(=O)(=O)c1ccccc1)NC(=O)c1ccc(OC(F)F)cc1 | 8 | 98 | -2 | -3 | 0.1 | -3.2 | 12 | 4 | 2
CN(C)CCNC(=O)C(=O)Nc1cc2c3c(c1)CCC(=O)N3CCC2 | 0 | 81 | 0 | 8 | 0.0 | 0.2 | -6 | 9 | -18
COc1ccc(CNC(=O)COC(=O)c2ccc(Br)o2)cc1 | 0 | 106 | / | 4 | 0.6 | / | / | -1 | 6
Clc1ccc2nc(N3CCCCC3)sc2c1 | 3 | 107 | 5 | 5 | 0.1 | 0.2 | 6 | 9 | 21

High-throughput results (PubChem BioAssay)
